High-throughput results as filed in PubChem BioAssay.
MT stabilize HCS = microtubule stabilizers in HeLa cells, primary screen, imaging, high-content imaging. HeLa tubulin immunostaining HCS, 24 h; share of cells brighter than vehicle mean+2SD. 200,000 tested, 0.83% active. % tubulin-high responders, % at 10 µM;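 active means plate Z-score above 3 for both tubulin-high and condensed-nucleus cell shares, with cell loss under 80%, at 10 µM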;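 further: anti alpha tubulin signal scored within the nucleus-defined area of each cell; some results filed as inactive read as strong as hits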
Insulin prom up = insulin promoter activators in MIN6 cells, imaging, high-content screening, mouse beta cells. MIN6 insulin promoter-GFP reporter; hits give high values. z-score at 5 µM. 190,000 tested, 0.3% active;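 active means z-score above 3 at 5 µM with at least 500 cells counted in the well; inconclusive means wells under 500 cells, flagged as cytotoxic or low count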
bCat nuc transl = modulators of beta-catenin nuclear translocation, primary screen, imaging, HeLa cells, immunofluorescence, high-content; nuclear translocation activity, % at 5 µM; 190,000 tested, 0.3% active;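 active means nuclear translocation activity above 50% at 5 µM, with a well cell count of 50 or more; inconclusive means wells under 50 cells across six images, flagged as toxic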;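 further: per-cell ratio of nuclear to cytoplasmic median beta-catenin stain intensity; plate controls were DMSO negative control for no effect and GSK-3 inhibitor IX positive control for full effect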
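Read-out: Nuclear/cytoplasmic beta-catenin signal ratio, % activation | Assay system: Human HeLa cell line | Times: 24 h compound exposure at 37°C, 5% CO2 | Signal: Fluorescence imaging of beta-catenin antibody stain plus DAPI | Dosing: 5 µM primary, 0.02–20 µM confirmation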
Autophagy mod = autophagy modulators in MEF cells, primary screen, imaging, high-content, MEF GFP-LC3. MEF GFP-LC3 puncta imaging; test concentration mostly 10 µM. calls only at 10 µM (by protocol). 190,000 tested, 0.98% active. AID 463193, 2010;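 active means percentage of spot-positive cells more than 3 SD above its plate mean, without a fluorescence outlier flag or 80% toxicity; inconclusive means no clear call, values can overlap the other calls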;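 further: spot-positive cell cutoff set from DMSO-treated cells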
CSM14.1 death rescue = rescue of cells from ER stress-induced death, primary screen, 384-well, CSM14.1, thapsigargin, ATP luminescence (AID 1222) | CSM14.1 thapsigargin-induced death rescue, ATP luminescence; higher % means a stronger effect | one-dose cellular ATP content (survival), % at 20 µM; EC50 in µM for titrated hits | 190,000 tested, under 10 active;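 active means EC50 below 50 µM in the dose-response confirmation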;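 further: death triggered by thapsigargin at about 15 µM added after 2 h compound pretreatment; cell ATP read after overnight thapsigargin exposure of roughly 18 to 22 hours; normalized against plate controls of thapsigargin alone and 5% DMSO vehicle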
Hep lipid drop = inhibitors of hepatocyte lipid droplet formation, primary screen, imaging, high-throughput imaging, BODIPY stain; inhibition, % at 6.5 µM; 240,000 tested, 0.4% active; AML12 mouse hepatocytes, oleate lipid droplets;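 active means lipid droplet intensity inhibited by at least 50%, with more than 500 cells counted; inconclusive means wells with under 300 cells, treated as cytotoxic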
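Technique: fluorescence imaging, 20x objective, two fields per well / Assay system: AML12 hepatocytes (mouse) / Measure: % inhibition of lipid droplet signal / Doses: 6.5 µM single-point dosing / Incubation: overnight exposure / Reagent: 100 µM oleic acid challenge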
Salmonella PhoP GFP = inhibitors of PhoP regulon expression, primary screen, Salmonella Typhimurium, GFP reporter (AID 1863) | S. Typhimurium PhoP-regulated promoter GFP reporter, 4 h; higher % means a stronger effect | 300,000 tested, 0.16% active | one-dose inhibition, % at 50 µM; IC50 in µM for titrated hits;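 active means inhibition over 29.93%, a cutoff 3 SD above the screen mean, later confirmed by dose response; inconclusive means inhibition over 29.93% but no dose response follow-up; inactive means inhibition at most 29.93% or unconfirmed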;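 further: 0% = low Mg2+ inducing control and 100% = high Mg2+ repressing control; strong numbers were not always called active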
Dynein transport = inhibitors of GR-EGFP nuclear translocation, primary screen, dynein cargo transport inhibitor project, imaging, high-content, 3617.4 mouse cells; AID 1381, 2008; z-score, hits read low; test concentration mostly 20 µM; stimulated with dexamethasone, 1 µM; hits give low values; 220,000 tested, 0.47% active;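 active means plate z-score of nuclear minus cytoplasmic receptor signal below a set negative limit, without overly bright fluorescence or cell loss, cut at about -3.5 in these data, passing the limit was not always enough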;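 further: z-score of nuclear minus cytoplasmic ring GR-EGFP intensity difference per well; some compounds called inactive have numbers as strong as hits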
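Buffer or medium – tet-free medium with charcoal-stripped serum · Signal – automated 10x imaging of fixed Hoechst-stained cells · Also added – dexamethasone agonist, 1.0 µM final, for 30 min · Incubation – induction 48 h, compound 1 h, agonist 30 min · Read-out – GR-EGFP nuclear translocation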
T cell HTS = modulators of CD8 T cell-vesicle binding, primary screen, mouse 2C CD8+ T cells, flow cytometry | 2C CD8+ T cell-vesicle binding; hits give low values | calls only at 7 µM | 330,000 tested, 0.068% active | AID 2052, 2009;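 active means response, share of CD8 T cells binding vesicles, and their 90th percentile fluorescence all below set limits, cut at about 80% in these data, passing the limit was not always enough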
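Read-out – percent CD8+ FL2 mean versus row control · System – murine 2C transgenic CD8+ T lymphocytes · Times – 1.5 h cell–vesicle binding at 37 °C, then 20 min icy labelling · Control set – naked vesicles low, QL9 vesicles with vehicle high · Detection – cytometric PE anti-B7-1 and Alexa647 anti-CD8 signals after 1% paraformaldehyde fixation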
Dynein transport cytoplasmic EGFP = also measured in Dynein transport; calls as there; z-score; measured here: cytoplasmic GR-EGFP intensity; hits give high values
Dynein transport nuclear GR-EGFP = further read-out of Dynein transport, marked with its call; z-score; measured here: nuclear GR-EGFP intensity;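 lower value marks the stronger effect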
Dynein transport cell count = further read-out of Dynein transport, marked with its call; z-score; measured here: cell count per field
Insulin prom up cell count = also measured in Insulin prom up; calls as there; cell count; measured here: cytotoxicity, nuclei count;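 total cells summed across four imaged fields per well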
Hep lipid drop cells 6.5 µM = recorded beside Hep lipid drop, whose call it bears; cell count; measured here: cell count, cytotoxicity flag;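 cells counted across two imaged fields per well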
bCat nuc transl cell count 5 µM = also measured in bCat nuc transl; calls as there; cell count; measured here: cell count, cytotoxicity flag
T cell HTS vesicle-bound % = also measured in T cell HTS; calls as there; double positive events, %; measured here: CD8+ vesicle-bound cell fraction;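 binding gate set so that unloaded-vesicle control wells show 10% double positive cells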
MT stabilize HCS Hoechst-high % = further read-out of MT stabilize HCS, marked with its call; % Hoechst-high responders; measured here: nuclear condensation Hoechst responders;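 share of cells brighter than vehicle mean plus two SD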
MT stabilize HCS cytotoxicity % = also measured in MT stabilize HCS; calls as there; toxicity, %; measured here: cytotoxicity by cell density;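 0% = mean cell density of plate MIN control wells and 100% = no cells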
Autophagy mod cell loss 18 h = second read-out of Autophagy mod, no call of its own (marks repeat the call); toxicity, %; measured here: cell loss, nuclei count;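 cell loss after 18 h compound exposure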
Numbers without * were called inactive; i = inactive; ? = inconclusive; / = not tested or not shown. Not a hit list (roughly 3% active in at least one column).

SMILES | MT stabilize HCS | MT stabilize HCS Hoechst-high % | MT stabilize HCS cytotoxicity % | Insulin prom up | Insulin prom up cell count | bCat nuc transl | bCat nuc transl cell count 5 µM | Autophagy mod | Autophagy mod cell loss 18 h | CSM14.1 death rescue | Hep lipid drop | Hep lipid drop cells 6.5 µM | Salmonella PhoP GFP | Dynein transport | Dynein transport cytoplasmic EGFP | Dynein transport nuclear GR-EGFP | Dynein transport cell count | T cell HTS | T cell HTS vesicle-bound %
CC(C)(C)c1ccc(OCCNC(=S)NC(=O)c2cccnc2)cc1 | 3.3 | 4.0 | 9.9 | -0.34 | 1339 | -3.6 | 529 | i | 0 | -0.8% | 4 | 631 | -8% | -0.031 | -0.29 | -0.44 | 0.24 | i | 40
CCCOc1ccc(N2CC(C(=O)NCCc3ccc(OC)c(OC)c3)CC2=O)cc1 (stereo unspecified) | 3.7 | 2.3 | 4.1 | 0.05 | 1445 | -2.1 | 1064 | i | -9 | 0.5% | -19 | 617 | -12% | -0.94 | -0.32 | -0.39 | 0.76 | i | 32
CCC(=O)c1ccc(OC(C)C(=O)NC2(C#N)CCCCC2)cc1 (stereo unspecified) | 3.3 | 2.1 | 6.9 | / | / | -1.2 | 1010 | i | 5 | -1.8% | 3 | 721 | -4% | 0.67 | -0.34 | 0.5 | -0.46 | i | 55
CCOC(=O)N1CCC(NC(=S)Nc2ccc3nc(N4CCN(CC)CC4)cc(C)c3c2)CC1 | 6.9 | 4.6 | 10 | -0.96 | 1150 | -3.6 | 1163 | i | 0 | 0.0% | -6 | 710 | -9% | -0.58 | -0.27 | 0.032 | 0.37 | i | 18
O=C(O)CC1S/C(=N/N=C/c2ccc([N+](=O)[O-])cc2)N(c2ccc(O)cc2)C1=O (stereo unspecified) | 2.3 | 1.3 | 9.8 | 0.2 | 1406 | 0.6 | 1485 | i | 3 | 1.3% | -8 | 690 | -2% | -0.48 | 0.35 | -0.3 | 0.2 | i | 62
COc1ccc(-n2nc3c(c2NC(=O)c2c(-c4ccccc4Cl)noc2C)CS(=O)(=O)C3)cc1 | 5.6 | 3.7 | 6.4 | -0.16 | 1479 | -0.5 | 1021 | i | -12 | -0.7% | -20 | 681 | 3% | -0.21 | -0.32 | -0.33 | 0.62 | i | 17
COC(=O)CSc1nc2cc3c(cc2cc1C)OCO3 | 3.8 | 3.0 | 8.0 | 0.28 | 1698 | -0.4 | 1612 | i | 23 | 0.6% | 7 | 716 | -7% | 1.7 | -0.028 | 1.4 | -2.2 | i | 45
Cc1cc(S(=O)(=O)N2CCN(c3ccc(F)cc3)CC2)c(C)s1 | 4.4 | 2.4 | 5.6 | 0.11 | 983 | -0.4 | 1154 | i | -2 | -1.1% | / | / | -1% | 0.78 | 0.0055 | 0.55 | -0.28 | i | 24
Clc1ccc(-c2nn3c(-c4ccccc4)nnc3s2)cc1 | 4.3 | 2.5 | 7.3 | 1.1 | 1087 | 1.1 | 726 | i | -51 | / | / | / | -14% | 1.5 | -0.24 | 1 | 0.44 | i | 28
CCN(CCNC(=O)c1cc(C)nn1-c1ccccc1)c1ccccc1 | 2.7 | 1.0 | 0.7 | 0.03 | 1852 | -0.1 | 1136 | i | -1 | / | -23 | 648 | 5% | 0.29 | -0.16 | 0.27 | 0.3 | i | 47
O=C(c1cc2ccccc2oc1=O)N(c1ccc(Cl)cc1)C1C=CS(=O)(=O)C1 (stereo unspecified) | 2.9 | 1.8 | 3.9 | ? | / | -5.2 | 494 | i | 6 | 0.0% | 21 | 630 | 1% | -0.62 | -0.24 | -0.78 | 0.38 | i | 41
COc1ccc(C2=NNC(c3cccnc3)=Nc3ccc(OC)cc32)cc1 | 13* | 15* | 17* | -0.71 | 1193 | -0.3 | 924 | i | 7 | -1.4% | -10 | 758 | -1% | -0.52 | -0.29 | 0.15 | 0.16 | i | 6
Cc1ccccc1/C=N/N1CCN(c2ccccc2)CC1 | 4.5 | 2.3 | 9.5 | 0.43 | 1209 | 1.4 | 508 | i | 0 | -7.9% | 9 | 609 | -8% | -0.61 | -0.27 | -0.6 | 0.81 | i | 44
COc1ccc(-c2c3c(=O)n(C)c(=O)n(C)c3cn2-c2ccccc2O)cc1 | / | / | / | -0.42 | 1180 | 0.1 | 1376 | / | / | / | -1 | 694 | -8% | 0.19 | -0.21 | 0.28 | -0.024 | i | 29
CC(C)(C)c1ccc(S(=O)(=O)NCC(=O)Nc2sc3c(c2C(N)=O)CCCC3)cc1 | 1.2 | 1.2 | 9.8 | -0.18 | 981 | -4.6 | 1163 | i | -1 | -5.2% | 2 | 788 | -1% | 0.42 | -0.2 | 0.41 | 0.95 | i | 25
COc1ccc(NC(=O)CCn2nc(C)cc2C)cc1 | 4.3 | 3.4 | 0.2 | 2 | 1165 | -1.2 | 1074 | i | -1 | / | -15 | 578 | 6% | -0.83 | -0.34 | 0.18 | 0.68 | i | 65
O=S(=O)(c1ccc(Cl)cc1)c1snnc1-c1ccccc1 | 17* | 33* | 54* | 0.31 | 715 | / | / | i | 61 | -1.3% | 7 | 766 | 2% | -1.4 | -0.11 | -0.69 | 0.47 | i | 26
N#CCCN(Cc1ccccc1)C(=O)Nc1ccc(F)cc1 | / | / | / | -0.01 | 1436 | 0.6 | 1309 | / | / | / | 22 | 700 | -5% | 0.008 | -0.29 | -0.26 | 0.45 | i | 39
Cc1cccc(NC(=O)C2CCCN(S(=O)(=O)c3cccc4cccnc34)C2)c1 (stereo unspecified) | 4.2 | 3.8 | 8.6 | -0.81 | 905 | / | / | i | -1 | -0.7% | / | / | -2% | -0.044 | -0.052 | 0.22 | 0.056 | i | 62
COc1cccc(CNC(=O)Cc2nc3nc(C)cc(C)n3n2)c1 | 3.9 | 2.1 | 6.8 | / | / | -1.7 | 1116 | i | 2 | -0.9% | -10 | 670 | 0% | 0.3 | -0.28 | 0.2 | 5.1 | i | 0
Cc1ccccc1C(=O)NC(C)C(c1cccs1)N1CCOCC1 (stereo unspecified) | 1.8 | 3.9 | 3.8 | -1 | 1879 | 4.7 | 1001 | i | 12 | -2.0% | -2 | 663 | 9% | -0.63 | -0.2 | -0.29 | -0.13 | i | 13
O=C(CSc1nccc(=O)[nH]1)N1c2ccccc2CCc2ccccc21 | 3.3 | 2.7 | 6.3 | 0.32 | 1334 | 1.3 | 917 | i | -41 | -2.0% | / | / | 37% | -1.5 | 0.24 | -0.4 | 0.76 | i | 19
CC(=O)c1cc2c(cc1NS(=O)(=O)c1ccc(C)cc1)OCCO2 | 2.3 | 2.0 | 2.1 | -1.8 | 1297 | 0.1 | 1071 | i | 15 | -2.5% | -12 | 765 | -9% | 0.13 | -0.23 | 0.39 | 0.025 | i | 53
Cc1ccc(CNC(=O)C2CC(c3ccc([N+](=O)[O-])cc3)=NO2)cc1 (stereo unspecified) | 2.2 | 2.1 | 5.7 | 0.19 | 1587 | 2.7 | 1017 | i | -20 | -0.4% | / | / | -6% | -0.47 | -0.22 | 0.059 | 0.15 | i | 29
COC(=O)Nc1ccccc1C(=O)N1CCN(c2ccc(C)cc2)CC1 | 1.6 | 2.0 | 4.1 | 0.95 | 1317 | -4.9 | 516 | i | 6 | -0.7% | -22 | 718 | -6% | 0.5 | -0.21 | 0.28 | 0.071 | i | 46
